TRPC4 PAM: allosteric potentiators of mouse TRPC4 channel. AID 2227. Q9QUQ5. 310,000 tested, 0.42% active. B-score at 10 µM. HEK293 TRPC4beta/mu-opioid, DAMGO EC20, Fluo-4 Ca2+ flux; hits give high values;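 active = B-score of calcium response area above 5 SD of library B-scores, with initial fluorescence ratio within 5 SD of library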;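 note: B-score of integrated fluorescence ratio over time as area under calcium response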
MrgX1 ag: agonists of human MrgX1 receptor | Q96LB2 | MrgX1-HEK293 cells, Fluo-4 calcium fluorescence, agonist mode; hits give high values | B-score at 10 µM | 310,000 tested, 0.44% active;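 active = calcium response B-score plate-corrected fluorescence ratio at least 3 library SD, with starting fluorescence B-score inside 5 SD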
Target sequence (Q96LB2 whole entry, looked up): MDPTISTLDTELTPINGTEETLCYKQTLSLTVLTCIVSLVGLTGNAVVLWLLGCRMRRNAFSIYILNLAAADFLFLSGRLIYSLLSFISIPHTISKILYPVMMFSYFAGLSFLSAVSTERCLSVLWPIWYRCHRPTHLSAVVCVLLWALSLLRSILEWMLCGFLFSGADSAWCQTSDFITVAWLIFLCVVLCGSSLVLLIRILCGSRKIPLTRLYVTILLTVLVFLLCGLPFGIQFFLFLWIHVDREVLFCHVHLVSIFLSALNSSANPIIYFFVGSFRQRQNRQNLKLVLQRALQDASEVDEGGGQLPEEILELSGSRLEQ
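Assay system: MrgX1-expressing HEK293 cells / Amount: fifteen thousand cells per well / Doses: test compound in the initial addition of three / Timing: cells plated overnight, dye loaded 0.5 h 37 °C, 0.5 h room temperature / Technique: kinetic calcium dye fluorescence, Fluo-4 NW / Control set: positive and negative controls per plate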
HIF activator: HIF pathway transcriptional activation; activation, % at 7.5 µM (by protocol); U2OS HRE-luciferase reporter, luminescence; normalized: DMSO 0%, desferrioxamine 100%; AID 1910; 300,000 tested, 0.32% active;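 active = mean activation of at least 10% of the iron chelator positive control signal, with at least half of replicates also reaching 10%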
PolyA inhibitor: yeast polyadenylation inhibition; S. cerevisiae SKY197-pL101 polyadenylation reporter, beta-gal luminescence; efflux-impaired pdr1/pdr3 knockout yeast; score 100 = 6 SD above DMSO; calls only at 12 µM; 300,000 tested, 0.02% active; AID 1875;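 active = lowest replicate activity score at least 50, where 100 means six control SD above control mean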;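 note: yeast exposed to compound for 9 h at 30 °C; higher score means more reporter readthrough which indicates perturbed polyadenylation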
TRPC6 inh: blocks the mouse TRPC6 cation channel; Q61143; HEK293-TRPC6, membrane potential dye, ACh-evoked depolarization; hits give low values; B-score at 10 µM; 310,000 tested, 1.1% active;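 active = B-score under library mean minus 3 SD, initial fluorescence not abnormally high, positive integrated signal ratio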;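 note: B-score derived from integrated fluorescence ratio over the kinetic read; more negative B-score means stronger inhibition of depolarization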
MrgX1 antag: blocks BAM8-22 activation of human MrgX1 receptor; Q96LB2; B-score at 10 µM; 310,000 tested, 1.3% active; MRGX1-HEK293 calcium flux, Fluo-4, BAM8-22 antagonism; hits give low values;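 active = calcium-response B-score plate-corrected more than 3 library SD below zero, starting fluorescence within 5 deviations, no agonist response on first addition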;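 note: peak minus trough fluorescence over baseline after final BAM8-22 challenge near maximal dose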
TRPC4 agonist: TRPC4 (mouse) channel activation; Q9QUQ5; HEK293 TRPC4beta/mu-opioid, Fluo4 calcium fluorescence; hits give high values; B-score at 10 µM; 310,000 tested, 0.49% active; AID 2237;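 active = B-score above 5 SD of library B-scores, and initial fluorescence ratio not above library mean plus 5 SD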;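 note: positive B-score marks a calcium rise read as TRPC4 activation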
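Assay system: HEK293 stable line with TRPC4beta plus mu-opioid receptor; schedule: 45 min room-temperature Fluo4 loading, 110 s read; technique: kinetic Fluo4 calcium fluorescence; evaluation: integrated baseline-normalised fluorescence ratio, converted to per-well B score; controls: buffer (low) and maximal DAMGO (high)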
MrgX1 allo act: human MrgX1 positive allosteric modulation, primary screen. Q96LB2. MrgX1-HEK293, Fluo-4 calcium flux, FDSS; hits give high values. B-score at 10 µM. 310,000 tested, 0.63% active;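 active = plate-corrected calcium response at least 3 library SD above typical, normal starting fluorescence, not activating the receptor alone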;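 note: compound read alongside a low EC10 to EC30 dose of BAM8-22 agonist; peak minus trough fluorescence over baseline measured at the second addition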
AI-2 QS mod: modulates the Vibrio harveyi AI-2 quorum sensing system; activity change, % at 7.5 µM; AID 2094; 300,000 tested, 0.4% active; Vibrio harveyi JMH597 AI-2 luminescence/OD600 ratio, 9 h; hits give low values; strain lacks LuxN and CqsS sensors; 0 = neutral-control median; in the data active = activity change below about -75%, passing the limit was not always enough;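 note: luminescence divided by OD600 gain over 9 h not by final OD600 alone; inactives centre near 13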
TRPC6 act: activators of mouse TRPC6 channel; Q61143; HEK293-TRPC6 membrane potential dye fluorescence; hits give high values; B-score at 10 µM; 310,000 tested, 0.13% active;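 active = B-score of the integrated fluorescence ratio above library mean plus 3 SD, and starting fluorescence ratio within library mean plus 5 SD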;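 note: higher score means more depolarization so channel activation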
TRPC4 inh: blocks the mouse TRPC4 cation channel; 300,000 tested, 0.39% active; B-score at 10 µM; HEK293 TRPC4beta/mu-opioid, DAMGO-evoked Fluo4 calcium flux; hits give low values; AID 2247;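 active = B-score over 3 SD under the library average, no early fluorescence shift, positive overall ratio signal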
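Assay system: TRPC4beta/mu-opioid receptor HEK293 cell line; compound dosing: single concentration per test compound; detection: Fluo4 Ca2+ flux fluorescence; evaluation: per-well B score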
* = called active by the depositor; i = inactive; nt = not tested or not shown.

The opening 2 compounds, ahead of the listing:
SMILES	TRPC4 PAM	MrgX1 ag	HIF activator	PolyA inhibitor	TRPC6 inh	MrgX1 antag	TRPC4 agonist	MrgX1 allo act	AI-2 QS mod	TRPC6 act	TRPC4 inh
O=C(CCNC(=O)C1CCN(S(=O)(=O)c2ccc(F)cc2)CC1)NCCc1ccc(Cl)cc1	i	i	0.5	i	i	i	i	i	8.5	i	i
CCOc1ccc(N2C(=O)CC(N3CCOCC3)C2=O)cc1 (stereo not given)	i	i	-0.2	i	i	i	i	i	6.9	i	i

This part in full, repeating the preview:
SMILES	TRPC4 PAM	MrgX1 ag	HIF activator	PolyA inhibitor	TRPC6 inh	MrgX1 antag	TRPC4 agonist	MrgX1 allo act	AI-2 QS mod	TRPC6 act	TRPC4 inh
O=C(CCNC(=O)C1CCN(S(=O)(=O)c2ccc(F)cc2)CC1)NCCc1ccc(Cl)cc1	i	i	0.5	i	i	i	i	i	8.5	i	i
CCOc1ccc(N2C(=O)CC(N3CCOCC3)C2=O)cc1 (stereo not given)	i	i	-0.2	i	i	i	i	i	6.9	i	i
CCSc1nc(O)cc(=O)n1CC	i	i	-0.4	i	i	i	i	i	16.8	i	i
O=C(O)C1CC=CCC1C(=O)N1CCCC1 (stereo not given)	i	i	-0.3	i	i	i	i	i	-2.5	i	i
O=C(O)CCC(=O)Nc1ccc(-c2nc3ccc(C(=O)c4ccccc4)cc3[nH]2)cc1	i	i	-24.7	i	i	i	i	i	2.0	i	i
COc1ccc(C(CNC(=O)C(C)c2ccc3cc(OC)ccc3c2)N(C)C)cc1 (stereo not given)	i	i	0.2	i	i	i	204*	i	6.7	i	i
CNS(=O)(=O)c1cccc(C(=O)OCC(=O)Nc2ccccc2F)c1	i	i	-0.2	i	i	i	i	i	40.7	i	i
O=C(Nc1ccccc1)c1ccc(S(=O)(=O)N(CCO)CCO)cc1	i	i	-0.2	i	i	i	i	i	12.6	i	i
COc1ccc(C2(C(=O)Nc3c(C)n(C)n(-c4ccccc4)c3=O)CCCC2)cc1OC	i	i	-0.5	i	i	i	i	i	27.4	i	i
Nc1ncc([N+](=O)[O-])c(N2CCCCCC2)n1	i	i	3.2	i	i	i	i	i	10.1	i	i
COC(=O)c1ccccc1S(=O)(=O)N1CCC(NC(=O)C(Cc2cccc(OC)c2OC)NC(C)=O)CC1 (stereo not given)	i	nt	-11.9	i	i	nt	i	nt	10.3	i	i
Cc1cccc(NC(=O)c2ccccc2NC(=O)CCC(=O)O)c1	i	i	-0.3	i	i	i	i	i	31.0	i	i
O=C(N/N=C/C(Br)=C\c1ccccc1)c1n[nH]c2c1CCC2	i	i	12.1*	i	i	i	i	i	23.0	i	i
CCOc1ccc(CCNC(=O)COC(=O)Cc2ccc(F)cc2)cc1OCC	i	i	-0.4	i	i	i	i	i	-26.8	i	i
COc1ccc(-c2coc3cc(O)cc(O)c3c2=O)cc1OC	i	i	1.1	i	i	i	i	i	-1.0	i	i
Cc1cc(C)cc(OCc2ccc(C(=O)N3N=C(C(F)F)CC3(O)C(F)F)o2)c1 (stereo not given)	i	i	-0.1	i	i	i	i	i	21.3	i	i
CC1CN(C(=O)CCC(=O)NCc2ccccc2)c2ccccc2O1 (stereo not given)	i	i	-0.1	i	i	i	i	i	28.2	i	i
COc1ccc(CCNC(=O)CSCc2n[nH]c(=O)[nH]2)cc1OC	i	i	nt	i	i	i	i	i	18.1	i	i
CC(C)(C)c1ccc(OCc2ccc(C(=O)Nc3cccnc3)o2)cc1	i	i	7.3	i	i	i	i	i	7.8	i	i
Cc1cccc(C(=O)N2CCCC(Nc3ccc(C(C)C)cc3)C2)n1 (stereo not given)	i	i	0.3	i	i	i	i	i	24.1	i	i
CCOC(=O)N1CCN(C(=O)c2cnn3c(C(F)(F)F)cc(-c4cccs4)nc23)CC1	i	i	-0.8	i	i	i	i	i	14.1	i	i
COc1cc(NC(=O)c2ccc([N+](=O)[O-])cc2)c(OC)cc1NC(=O)CC(C)C	i	i	-0.4	i	i	i	i	i	-1.8	i	i
Cc1csc(NC(=O)CCn2c(=O)oc3ccc(Cl)cc32)n1	i	i	0.5	i	i	i	i	i	-8.9	i	i
COc1cc2[nH]c(=S)nc(NCc3cccc(Cl)c3)c2cc1OC	i	i	0.9	i	i	i	i	i	17.0	i	i
CCC(NC(=O)N(Cc1ccccc1)Cc1ccc2c(c1)OCO2)(C(F)(F)F)C(F)(F)F	i	i	-0.2	i	i	i	i	i	3.1	i	i
COC(=O)c1ccccc1NC(=O)CN1C(=O)c2ccccc2S1(=O)=O	i	i	-0.8	i	i	i	i	i	3.2	i	i
O=C(CSc1nnc(-c2ccco2)n1-c1ccccc1)N1CCN(C(=O)c2ccco2)CC1	i	i	-3.0	i	i	i	i	i	19.1	i	i
Cc1ccc(-c2csc3ncnc(N4CCN(C)CC4)c23)cc1C	i	i	0.6	i	i	i	i	i	-13.7	i	i
COC(=O)/C(C#N)=C/c1c(Oc2cccc(C)c2)nc2ccccn2c1=O	i	i	-0.3	i	i	i	i	i	10.6	i	i
COc1c2c(c(C)c3c1C(=O)OC3)O[C@@]1(C)CC[C@@]3(O)C(C)(C)OC(=O)CC[C@]3(C)[C@H]1C2	i	i	0.2	i	i	i	i	i	2.2	i	i
COC(=O)[C@@H](NC(=O)NC1CCCCC1C)C(C)C (stereo not given in full)	i	i	-0.2	i	i	i	i	i	7.9	i	i
COc1ccc2[nH]c(=O)c(CNc3ccccc3OC)cc2c1	i	i	-0.8	i	i	i	i	i	14.5	i	i
O=C(O)C1C2C=CC(O2)C1C(=O)Nc1ccc(S(=O)(=O)N2CCc3ccccc32)cc1 (stereo not given)	i	i	-0.2	i	i	i	i	i	11.2	i	i
Cc1cc(C)n(C(=O)c2cc3sccc3[nH]2)n1	i	i	1.1	i	i	i	i	i	-1.5	i	i
COc1ccccc1N1CCN(C(=O)COc2cccc3ccccc23)CC1	i	i	-0.6	i	i	i	i	i	8.6	i	i
Cc1sc(NC(=O)CSc2nnc(C(C)C)n2C)c(C#N)c1C	i	i	-0.2	i	i	i	i	i	8.6	i	i
Cc1ccc(C2=NN(CC(=O)NCc3ccco3)C(=O)CC2)cc1	i	i	-0.1	i	i	i	i	i	18.3	i	i
CC1CCc2sc(C(=O)OCC(=O)NCc3ccc(F)cc3)cc2C1 (stereo not given)	i	i	5.2	i	i	-21.2*	i	i	19.3	i	i
CC(C)(C)c1ccc(-c2nc(NCc3cccnc3)c3ccccc3n2)cc1	i	i	5.9	i	-6.81*	i	i	i	22.0	i	i
CC1(C)CC(=O)C(C=NCCCN2CCCC2=O)=C(O)C1	i	i	0.2	i	i	i	i	i	4.5	i	i
CN(C)c1ccc(/C=C(/NC(=O)c2ccccc2)C(=O)N/N=C/c2ccc([N+](=O)[O-])c(O)c2)cc1	i	i	-0.4	i	i	i	i	i	16.0	i	i
O=C1COc2ccc(C(=O)COC(=O)Cc3ccc(F)cc3)cc2N1	i	i	0.9	i	i	i	i	i	-81.8*	i	i
CCOC(=O)N1CCN(CC(=O)Nc2nnc(C(F)(F)F)s2)CC1	i	i	0.1	i	i	i	i	i	2.5	i	i
COc1ccc(-n2nc(C(=O)NCC(=O)N3CC(C)CC(C)C3)c3ccccc3c2=O)c(OC)c1 (stereo not given)	i	i	-0.3	i	i	i	i	i	6.0	i	i
Cc1ccc(NC(=O)Nc2cnccn2)c(C)c1	i	i	2.2	i	i	i	i	i	18.6	i	i
S=c1[nH]ncn1/N=C/c1ccccc1	nt	i	-0.3	i	nt	i	nt	i	11.6	nt	nt
COCCCN1CC(=O)N2C(c3ccc(C)cc3)c3[nH]c4ccccc4c3C[C@H]2C1=O (stereo not given in full)	i	i	-0.2	i	i	i	i	i	6.7	i	i
C[C@@]12C(=O)N(CC3CC3)CC(=O)N1[C@H](/C=C/c1ccccc1)[C@@H]1C(=O)N(c3ccccc3)C(=O)[C@@H]12	i	i	0.8	i	i	i	i	i	3.2	i	i
CCC(=O)N1CCc2cc(Br)cc(S(=O)(=O)CCC(=O)NCCc3ccccc3)c21	i	i	0.0	i	i	i	i	i	-2.4	i	i
Cc1cc(NC(=O)CSc2ccc3nnc(-c4ccc(Cl)cc4)n3n2)no1	i	i	-0.3	i	i	i	i	i	38.8	i	i
Later entries:
SMILES	TRPC4 PAM	MrgX1 ag	HIF activator	PolyA inhibitor	TRPC6 inh	MrgX1 antag	TRPC4 agonist	MrgX1 allo act	AI-2 QS mod	TRPC6 act	TRPC4 inh
CCOc1ccc(NC(=S)N2CCN(C/C=C/c3ccccc3)CC2)cc1	i	i	-0.8	i	i	i	i	i	nt	i	i
O=C(/C=C/C=C/c1ccccc1)c1ccco1	i	i	-0.7	i	i	i	i	i	17.8	i	i
CCOc1ccc(-c2nc(-c3cccs3)c(CC(=O)O)s2)cc1OC	i	i	1.9	i	i	i	i	i	26.3	i	i
O=C(CSc1nc2ccccc2s1)CSc1nc2ccccc2s1	i	i	0.5	i	i	i	i	i	19.0	i	i
Cc1cc(NCc2ccccc2Cl)n2nnnc2n1	i	i	-0.2	i	i	i	i	i	31.2	i	i
O=C(c1cc(-c2cccs2)nc2ccccc12)N1CCN(c2ccccc2)CC1	i	i	1.6	i	i	i	i	i	39.6	i	i
CC(C)CNC(=O)c1ccc(NC(=O)c2cccs2)cc1	i	i	1.6	i	i	i	i	i	-7.2	i	i
COc1ccc(C(=O)NCc2oc(-c3ccccc3)cc2C(=O)O)cc1	i	i	-0.1	i	i	i	i	i	14.6	i	i
CCc1ccc(/C=C2/SC(=S)N(CCC(=O)Nc3cccnc3)C2=O)cc1	i	i	0.0	i	i	i	i	i	-1.3	i	i
COc1ccc(C2C(C#N)=C(C)NC3=C2C(=O)c2ccccc23)cc1 (stereo not given)	i	i	0.1	i	i	i	i	i	44.1	i	i
O=S(=O)(c1cc(Cl)sc1Cl)N1CCCC1	i	i	nt	i	i	i	i	i	23.7	i	i
O=C(Nc1ccc(Sc2ccc(Br)cc2)cc1)c1ccco1	i	i	1.3	i	i	i	i	i	nt	i	i
COC(=O)c1ccc(CNC(=O)CSc2nnc(COc3ccccc3)n2C)o1	i	i	-0.3	i	i	i	i	i	22.7	i	i
CC1CN(C(=O)COC(=O)c2ccc(N)c([N+](=O)[O-])c2)CC(C)O1 (stereo not given)	i	i	0.0	i	i	i	i	i	36.0	i	i

Not all compounds are listed, so the mix of outcomes need not match the whole.
